MrgX1 antag = human MrgX1 receptor antagonism, primary screen; Q96LB2; MRGX1-HEK293 calcium flux, Fluo-4, BAM8-22 antagonism; stronger effect = lower value; B-score at 10 µM; actives 1.3% (n = 310,000); AID 588676;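 active = calcium-response B-score plate-corrected more than 3 library SD below zero, starting fluorescence within 5 deviations, no agonist response on first addition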;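 note: peak minus trough fluorescence over baseline after final BAM8-22 challenge near maximal dose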
Target sequence (Q96LB2 whole entry, looked up): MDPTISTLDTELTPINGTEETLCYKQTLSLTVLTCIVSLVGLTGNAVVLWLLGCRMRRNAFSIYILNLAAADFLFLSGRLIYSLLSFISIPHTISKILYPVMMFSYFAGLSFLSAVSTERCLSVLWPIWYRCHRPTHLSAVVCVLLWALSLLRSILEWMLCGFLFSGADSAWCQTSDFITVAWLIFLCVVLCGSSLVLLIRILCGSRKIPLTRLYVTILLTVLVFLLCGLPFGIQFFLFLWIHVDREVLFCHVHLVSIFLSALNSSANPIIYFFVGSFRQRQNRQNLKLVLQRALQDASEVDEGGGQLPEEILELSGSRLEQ
TRPC4 agonist = TRPC4 (mouse) channel activation | Q9QUQ5 | HEK293 TRPC4beta/mu-opioid, Fluo4 calcium fluorescence; stronger effect = higher value | B-score at 10 µM | actives 0.49% (n = 310,000) | AID 2237;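 active = B-score above 5 SD of library B-scores, and initial fluorescence ratio not above library mean plus 5 SD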;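 note: positive B-score marks a calcium rise read as TRPC4 activation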
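system = HEK293 cells stably co-expressing mouse TRPC4beta and mu-opioid receptor | schedule = Fluo4 dye loading 45 min at room temperature, 110 s recording | measure = B-scored integrated calcium fluorescence ratio | signal = Fluo4 calcium-sensitive dye fluorescence, kinetic, 1 Hz baseline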
MrgX1 allo act = allosterically activates human MrgX1 receptor signaling; Q96LB2; MrgX1-HEK293, Fluo-4 calcium flux, FDSS; stronger effect = higher value; B-score at 10 µM; actives 0.63% (n = 310,000);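 active = plate-corrected calcium response at least 3 library SD above typical, normal starting fluorescence, not activating the receptor alone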;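 note: compound read alongside a low EC10 to EC30 dose of BAM8-22 agonist; peak minus trough fluorescence over baseline measured at the second addition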
TRPC6 inhibitor = inhibitors of mouse TRPC6 channel | Q61143 | HEK293-TRPC6, membrane potential dye, ACh-evoked depolarization; stronger effect = lower value | B-score at 10 µM | actives 1.1% (n = 310,000);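 active = B-score under library mean minus 3 SD, initial fluorescence not abnormally high, positive integrated signal ratio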;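 note: B-score derived from integrated fluorescence ratio over the kinetic read; more negative B-score means stronger inhibition of depolarization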
TRPC4 block = TRPC4 (mouse) channel inhibition; HEK293 TRPC4beta/mu-opioid, DAMGO-evoked Fluo4 calcium flux; stronger effect = lower value; B-score at 10 µM; actives 0.39% (n = 300,000); AID 2247;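 active = B-score over 3 SD under the library average, no early fluorescence shift, positive overall ratio signal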
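Assay system: HEK293 cells with stable TRPC4beta plus mu-opioid receptor expression; Probe or stimulus: DAMGO in two steps, submaximal then maximal; Dosing: single-point compound dosing; Measured by: Fluo4 calcium-dye fluorescence, kinetic read; Read-out basis: B score from integrated Fluo4 fluorescence ratio.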
HIF act = HIF pathway transcriptional activation; U2OS HRE-luciferase reporter, luminescence; normalized: DMSO 0%, desferrioxamine 100%; activation, % at 7.5 µM (by protocol); actives 0.32% (n = 300,000); AID 1910;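 active = mean activation of at least 10% of the iron chelator positive control signal, with at least half of replicates also reaching 10%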
AI-2 QS mod = Vibrio harveyi AI-2 quorum sensing modulation. Vibrio harveyi JMH597 AI-2 luminescence/OD600 ratio, 9 h; stronger effect = lower value; strain lacks LuxN and CqsS sensors; 0 = neutral-control median. activity change, % at 7.5 µM. actives 0.4% (n = 300,000). AID 2094; in the data active = activity change below about -75%, passing the limit was not always enough;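 note: luminescence divided by OD600 gain over 9 h not by final OD600 alone; inactives centre near 13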
PolyA inhibitor = yeast polyadenylation inhibition. S. cerevisiae SKY197-pL101 polyadenylation reporter, beta-gal luminescence; efflux-impaired pdr1/pdr3 knockout yeast; score 100 = 6 SD above DMSO. calls only at 12 µM. actives 0.02% (n = 300,000). AID 1875;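 active = lowest replicate activity score at least 50, where 100 means six control SD above control mean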;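 note: yeast exposed to compound for 9 h at 30 °C; higher score means more reporter readthrough which indicates perturbed polyadenylation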
MrgX1 agonist = human MrgX1 receptor agonism, primary screen | Q96LB2 | MrgX1-HEK293 cells, Fluo-4 calcium fluorescence, agonist mode; stronger effect = higher value | B-score at 10 µM | actives 0.44% (n = 310,000) | AID 588627;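 active = calcium response B-score plate-corrected fluorescence ratio at least 3 library SD, with starting fluorescence B-score inside 5 SD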
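Material – MrgX1-expressing HEK293 cells · Input – 15,000 cells seeded per well · Dosing – compound as first of three additions · Times – overnight seeding, then 1 h dark dye loading · Measured by – kinetic Fluo-4 NW fluorescence of intracellular calcium · Read-out – B-scored fluorescence response ratio · Benchmarks – positive and negative control wells on each plate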
TRPC4 PAM = allosteric potentiators of mouse TRPC4 channel; B-score at 10 µM; actives 0.42% (n = 310,000); Q9QUQ5; HEK293 TRPC4beta/mu-opioid, DAMGO EC20, Fluo-4 Ca2+ flux; stronger effect = higher value;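 active = B-score of calcium response area above 5 SD of library B-scores, with initial fluorescence ratio within 5 SD of library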;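 note: B-score of integrated fluorescence ratio over time as area under calcium response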
TRPC6 act = activators of mouse TRPC6 channel | AID 2550 | HEK293-TRPC6 membrane potential dye fluorescence; stronger effect = higher value | B-score at 10 µM | actives 0.13% (n = 310,000);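 active = B-score of the integrated fluorescence ratio above library mean plus 3 SD, and starting fluorescence ratio within library mean plus 5 SD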;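 note: higher score means more depolarization so channel activation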
Numbers without * were called inactive; i = inactive; x = no result given. A portion of the library. The share of hits here may be higher or lower than overall.

SMILES | MrgX1 antag | TRPC4 agonist | MrgX1 allo act | TRPC6 inhibitor | TRPC4 block | HIF act | AI-2 QS mod | PolyA inhibitor | MrgX1 agonist | TRPC4 PAM | TRPC6 act
Cc1ccc(NC(=O)C2CCCN(S(=O)(=O)c3c(C)noc3/C=C/N(C)C)C2)c(C)c1 (stereo not drawn) | i | i | i | i | i | -0.2 | 5 | i | i | i | i
CCN(CC)S(=O)(=O)c1cccc(-c2nnc(SCc3nc4ccccc4s3)o2)c1 | i | i | i | i | i | 2.8 | 50 | i | i | i | i
COC(=O)[C@@H]1C[C@H]1[C@@H](NC(=O)c1ccccc1)c1ccccc1 | i | i | i | i | i | -0.3 | 11 | i | i | i | i
COc1cccc(C(=O)OCC(=O)Nc2nnc(-c3ccccc3)o2)c1 | i | i | i | i | i | 0.2 | -56 | i | i | i | i
COc1ccc(C(=O)NC(NC(=S)Nc2ccc(S(N)(=O)=O)cc2)C(Cl)(Cl)Cl)cc1 (stereo not drawn) | i | i | i | i | i | -0.5 | 9 | i | i | i | i
O=C1c2ccccc2C(=O)N1Cc1cc(-c2ccccc2Cl)no1 | i | i | i | i | i | 0.5 | -10 | i | i | i | i
CCP(=O)(CC)c1cccc(N)c1 | i | i | i | i | i | -0.2 | 2 | i | i | i | i
Cc1cc(C)n2nc(C(=O)Nc3ccc4c(c3)OCO4)cc2n1 | i | i | i | i | i | 0.5 | 10 | i | i | i | i
Cc1ccc(C)c(N2CCN(S(=O)(=O)c3csc(C(N)=O)c3)CC2)c1 | i | i | i | i | i | 0.2 | -13 | i | i | i | i
Cc1ccc(OCC(=O)Nc2ccc(NC(=O)c3ccco3)cc2)c(C)c1 | i | i | i | i | i | -1.6 | x | i | i | i | i
CCOC(=O)c1ccccc1NC(=O)CSc1nnc(COc2ccccc2)n1CC | i | i | i | i | i | -1.1 | 31 | i | i | i | i
Cc1cccc(C)c1OCC(=O)N/N=C/C=C/c1ccco1 | i | i | i | i | i | 0.8 | 10 | i | i | i | i
COC(=O)c1cc(C#N)c(SCc2ccccc2)nc1C | i | i | 6.9* | i | i | 0.6 | 12 | i | i | i | i
NC(=O)C1c2ccccc2CSc2ccccc21 (stereo not drawn) | i | i | i | i | i | -0.5 | 38 | i | i | i | i
COc1ccc(C(=O)C[n+]2cccc3cc(OC)ccc32)cc1 | i | i | i | i | i | 1.8 | 5 | i | i | i | i
Cc1cc(Cl)c2c(c1)[C@]1(C(=O)N2)[C@@H]2C(=O)N(Cc3ccccc3)C(=O)[C@@H]2[C@@H]2CCCN21 | i | i | i | i | i | -0.7 | 15 | i | i | i | i
Cc1cc(C)n(CC(O)COc2ccc(Cl)cc2)n1 (stereo not drawn) | i | i | i | i | i | -15 | 13 | i | i | i | i
COc1ccc(-c2ccc(-c3noc(-c4cccc(OC)c4)n3)c(OC)n2)cc1 | i | i | i | i | i | -0.4 | 4 | i | i | i | i
COc1ccc(NC(=O)CSc2nnc(CNC(=O)COc3ccc(Cl)cc3)o2)c(OC)c1 | i | i | i | i | i | -0.2 | -1 | i | i | i | i
CC(C)(C)OC(=O)NC(CC(=O)OCc1ccccc1)C(=O)O (stereo not drawn) | i | i | i | i | i | -0.1 | 29 | i | i | i | i
N=c1c2c(ncn1CCN1CCOCC1)Oc1cc(O)ccc1C2c1ccccc1 (stereo not drawn) | i | i | i | i | i | -0.1 | 11 | i | i | i | i
CC(C(=O)Nc1ccc(S(=O)(=O)N2CCOCC2)cc1)N(c1ccccc1)S(C)(=O)=O (stereo not drawn) | i | i | i | i | i | 0.1 | 20 | i | i | i | i
CCCc1nc2ccccc2c(=O)n1/N=C/c1ccc(O)cc1 | i | i | i | i | i | 0.1 | 19 | i | i | i | i
COC(=O)C1=C(N)Oc2c(oc(CO)cc2=O)C1c1c(F)cccc1Cl (stereo not drawn) | i | i | i | i | i | -1.1 | 9 | i | i | i | i
COCCC(=O)NC1CCCc2c1cnn2-c1cccc(C)c1C (stereo not drawn) | i | i | i | i | i | -0.3 | 13 | i | i | i | i

Full records as entered above. Screens in order: MrgX1 antag	TRPC4 agonist	MrgX1 allo act	TRPC6 inhibitor	TRPC4 block	HIF act	AI-2 QS mod	PolyA inhibitor	MrgX1 agonist	TRPC4 PAM	TRPC6 act
`CC(C)(C)OC(=O)NC(CC(=O)OCc1ccccc1)C(=O)O` (stereo not drawn) reads i	i	i	i	i	-0.1	29	i	i	i	i
`Cc1ccc(NC(=O)C2CCCN(S(=O)(=O)c3c(C)noc3/C=C/N(C)C)C2)c(C)c1` (stereo not drawn) reads i	i	i	i	i	-0.2	5	i	i	i	i

The list continues:
SMILES | MrgX1 antag | TRPC4 agonist | MrgX1 allo act | TRPC6 inhibitor | TRPC4 block | HIF act | AI-2 QS mod | PolyA inhibitor | MrgX1 agonist | TRPC4 PAM | TRPC6 act
Cc1ccc(C)n1-c1cc(S(=O)(=O)N2CCOCC2)ccc1N1CCCC1 | i | i | i | i | i | x | 29 | i | i | i | i
CCN(CC)c1ccc(N2C(=O)c3ccccc3C2=O)cc1 | i | i | i | i | i | 0.9 | 12 | i | i | i | i
CCCc1[nH]nc2c1C(c1ccc(Br)s1)C(C#N)=C(N)O2 (stereo not drawn) | i | i | i | i | i | 0.9 | 5 | i | 27* | i | i
Cc1c(C2=CCN(S(=O)(=O)c3ccc(Br)cc3)CC2)c2ccccc2n1C | i | i | i | i | i | 0.1 | 6 | i | i | i | i
COc1ccc(-c2oc3ccc(N4CCOCC4)cc3c2C#Cc2ccc(N)cc2)cc1 | i | i | i | i | i | -1.9 | 6 | i | i | i | i
Cc1ccc2cc(CN(c3ccccc3)S(=O)(=O)c3ccccc3)c(=O)[nH]c2c1 | i | i | i | i | i | 0.6 | 4 | i | i | i | i
Cc1ccc(/C=C(\C#N)c2nc3ccccc3[nH]2)s1 | i | i | i | i | i | 1.4 | 18 | i | i | i | i
Cc1cc(C)n(-c2nc(NCCCN(C)C)c3c4c(sc3n2)CCCC4)n1 | i | i | i | -7.1* | i | 0.2 | -6 | i | i | i | i
c1ccc2sc(C3CCN(Cc4nnnn4Cc4ccc5c(c4)OCO5)CC3)nc2c1 | i | i | i | i | i | -0.2 | -3 | i | i | i | i
Cc1ccc(S(=O)(=O)NNC(=O)c2c(O)c3ccccc3[nH]c2=O)cc1 | i | i | i | i | i | -0.2 | 11 | i | i | i | i
Cc1nn(CCOc2ccccc2)c(=O)n1-c1ccc(F)cc1 | i | i | i | i | i | 0.5 | 20 | i | i | i | i
COc1cccc(C(=O)NNC(=O)Cc2ccc(Cl)cc2)c1 | -7* | i | i | i | i | 0.2 | 16 | i | i | i | i
CCCCn1c(N)c(N(CC(C)C)C(=O)CSc2nnc(-c3ccc(Cl)cc3)o2)c(=O)[nH]c1=O | i | i | i | i | i | 1.2 | 0 | i | i | i | i
CC(=O)N1CC(C)Sc2ccc(S(=O)(=O)NCc3ccccc3Cl)cc21 (stereo not drawn) | i | i | i | i | i | 0.1 | 12 | i | i | i | i
Cc1cccc2sc(NS(=O)(=O)c3ccccc3)nc12 | i | i | 8.3* | i | i | 0.3 | 38 | i | i | i | i
C=CCOc1cccc(C(=O)Nc2ncn[nH]2)c1 | i | i | i | i | i | 1.1 | 12 | i | i | i | i
COc1ccc(CNc2nn[nH]n2)cc1OC | i | i | i | i | i | -0.2 | 14 | i | i | i | i
COc1cccc(NC(=O)COC(=O)CCS(=O)(=O)c2ccc(C)cc2)c1 | i | i | i | i | i | 0.1 | 8 | i | i | i | i
CCOC(=O)C(C)CC(C)C(=O)N1CCOCCN(C(=O)C(C)CC(C)C(=O)OCC)CCOCC1 (stereo not drawn) | i | i | i | i | i | -0.7 | 10 | i | i | i | i
COc1ccc(/C=C(\C#N)C(=O)OCC(=O)NCc2ccccc2Cl)cc1 | i | i | i | i | i | -0.2 | 4 | i | i | i | i
O=c1[nH]c(CN2CCc3ccccc3C2)nc2ccccc12 | i | i | i | i | i | -26 | 15 | i | i | i | i
COc1cc(OC)c2ccc(=O)oc2c1C(CC(=O)N1CCOCC1)c1ccc2c(c1)OCO2 (stereo not drawn) | i | i | i | i | i | -2.0 | 6 | i | i | i | i
COc1ccc(CN2C(=O)c3cccnc3C2=O)cc1S(=O)(=O)NC(C)C | i | i | i | i | i | 0.7 | 21 | i | i | i | i
CCC(C)(C)NC(=O)/C=C/c1cccs1 | i | i | i | i | i | -1.1 | 47 | i | i | i | i
C=C(C)COc1ccc(C2NC(=O)c3ccccc3O2)cc1OCC (stereo not drawn) | i | i | i | i | i | 0.0 | 13 | i | i | i | i

Remaining list, next part:
SMILES | MrgX1 antag | TRPC4 agonist | MrgX1 allo act | TRPC6 inhibitor | TRPC4 block | HIF act | AI-2 QS mod | PolyA inhibitor | MrgX1 agonist | TRPC4 PAM | TRPC6 act
CC1CCN(c2cc(C#N)c(C#N)cc2[N+](=O)[O-])CC1 | i | i | 11* | i | i | 0.2 | -2 | i | i | i | i
N#CCCn1cc(C(N)=O)c(-c2cccs2)n1 | i | i | i | i | i | 0.5 | 7 | i | i | i | i
Cc1ccc(-c2nc3ncccn3c2Nc2ccc3c(c2)OCO3)o1 | -5.4* | i | i | i | i | -14 | 16 | i | i | i | i
COc1ccccc1-c1noc(CCC(=O)Nc2cc(C(F)(F)F)ccc2Cl)n1 | i | i | i | i | i | -0.1 | 30 | i | i | i | i
COC(=O)c1cc(=O)n(Cc2ccco2)c(=Nc2ccc(F)cc2)s1 | i | i | i | i | i | 0.9 | 9 | i | i | i | i
O=C(CNC(=O)/C(=C\c1ccc(F)cc1)NC(=O)c1ccccc1)OCc1ccccc1 | i | i | i | i | i | -1.0 | 14 | i | i | i | i
COc1ccc(OCC(=O)Nc2cc(-c3nn(C)c(=O)c4ccccc34)ccc2N2CCOCC2)cc1 | i | i | i | i | i | 0.3 | 8 | i | i | i | i
CCn1nc(NC(=O)Cc2ccc(OC)cc2)c2cc3cccc(C)c3nc21 | i | i | i | i | i | -0.4 | 27 | i | i | i | i
CN1CCN(CC(=O)NN2CC(=O)N(c3ccc(F)cc3)CC2=O)CC1 | i | i | i | i | i | -0.4 | 16 | i | i | i | i
CCc1cccc(C)c1NC(=O)COC(=O)Cn1c(C)csc1=O | i | i | i | i | i | -0.2 | 6 | i | i | i | i

Bioassay records deposited in PubChem BioAssay by several laboratories.
